# Rin1-Abl PPI inh: inhibitors of human Rin1-Abl protein interaction; P00519+Q13671; TR-FRET Rin1/Abl binding, biochemical; inhibition, % at 7.35 µM; 360,000 compounds, 0.4% hits; AID 588664; in the data active = inhibition above about 5%, passing the limit was not always enough
# FAS TE block: inhibitors of human fatty acid synthase thioesterase domain | P49327 | recombinant FAS-TE, OMFH fluorogenic substrate, fluorescence endpoint | inhibition, % at 15 µM | 360,000 compounds, 0.67% hits;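 active = compounds whose normalised, plate-corrected inhibition of enzyme fluorescence in the single-dose primary screen is 50% or more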;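 also: 0% = DMSO with enzyme and 100% = substrate without enzyme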
# CSN inh: inhibitors of human CSN-mediated cullin deneddylation. Q92905. Purified CSN, SCF-Nedd8-OG deneddylation, fluorescence polarization. inhibition, % at 12.5 µM. 360,000 compounds, 0.38% hits. AID 651999;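 active = pattern-corrected inhibition above about 35%, with an unprinted fluorescence ratio check between 0.5 and 1.5, limit read from the data, passing the limit was not always enough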;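 also: 0% = enzyme with substrate and 100% = substrate without enzyme; some results filed as inactive read as strong as hits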
#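 Detection – fluorescence polarization · System – HEK293T-derived human Csn5 enzyme · Controls – substrate-only high control, full reaction low control · Timing – 90 min, room temperature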
# MsrA act: activates bovine MsrA enzyme | 360,000 compounds, 0.3% hits | AID 602163 | activation, % at 10.6 µM | purified bovine MsrA, absorbance read-out; in the data active = activation above about 7.5%;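 also: 0% = vehicle and 100% = reference activator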
# MLLE-PAM2 inh: blocks PAM2 peptide binding to the PABP1 MLLE domain | P11940 | GST-MLLE / FITC-PAM2 fluorescence polarization | inhibition, % at 20 µM | 360,000 compounds, 0.36% hits | AID 588489; in the data active = inhibition above about 35%, passing the limit was not always enough;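 also: plate controls were DMSO wells with GST-MLLE for no effect and wells lacking GST-MLLE protein for full effect; some results filed as inactive read as strong as hits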
# TbMetRS inhib: Trypanosoma brucei MetRS inhibition; purified T. brucei MetRS, ATP depletion, Kinase-Glo luminescence; inhibition, % at 11.9 µM; 360,000 compounds, 0.4% hits; AID 624268;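 active = inhibition above a per-plate cutoff of the control wells' mean inhibition plus 3 SD, cut at about 5.5% in these data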;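 also: 0% = DMSO wells median and 100% = median of wells with control inhibitor compound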
#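 System: purified T. brucei MetRS enzyme / Detection: Kinase-Glo luciferase luminescence reporting remaining unconsumed ATP / Medium: HEPES buffer with MgCl2, KCl, DTT, spermine, BSA, pyrophosphatase / Replication: singlicate, one well per compound / Evaluation: percent inhibition relative to median high and low control wells / Schedule: 2 h aminoacylation at 25 °C after 15 min preincubation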
# Neddyl block: cullin neddylation inhibition. 360,000 compounds, 0.58% hits. P61081+Q13564. calls only at 25 µM. TR-FRET cullin neddylation, biochemical. AID 651699; in the data active = inhibition above about 36%
# E coli Lon inh: inhibits E. coli Lon protease. purified E. coli Lon protease, fluorescence polarization. inhibition, % at 7.94 µM. 360,000 compounds, 0.42% hits. AID 602123; in the data active = inhibition above about 13%, passing the limit was not always enough;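 also: 0% = enzyme with probe and DMSO and 100% = no enzyme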
# Target sequence (P0A9M0 whole entry, looked up): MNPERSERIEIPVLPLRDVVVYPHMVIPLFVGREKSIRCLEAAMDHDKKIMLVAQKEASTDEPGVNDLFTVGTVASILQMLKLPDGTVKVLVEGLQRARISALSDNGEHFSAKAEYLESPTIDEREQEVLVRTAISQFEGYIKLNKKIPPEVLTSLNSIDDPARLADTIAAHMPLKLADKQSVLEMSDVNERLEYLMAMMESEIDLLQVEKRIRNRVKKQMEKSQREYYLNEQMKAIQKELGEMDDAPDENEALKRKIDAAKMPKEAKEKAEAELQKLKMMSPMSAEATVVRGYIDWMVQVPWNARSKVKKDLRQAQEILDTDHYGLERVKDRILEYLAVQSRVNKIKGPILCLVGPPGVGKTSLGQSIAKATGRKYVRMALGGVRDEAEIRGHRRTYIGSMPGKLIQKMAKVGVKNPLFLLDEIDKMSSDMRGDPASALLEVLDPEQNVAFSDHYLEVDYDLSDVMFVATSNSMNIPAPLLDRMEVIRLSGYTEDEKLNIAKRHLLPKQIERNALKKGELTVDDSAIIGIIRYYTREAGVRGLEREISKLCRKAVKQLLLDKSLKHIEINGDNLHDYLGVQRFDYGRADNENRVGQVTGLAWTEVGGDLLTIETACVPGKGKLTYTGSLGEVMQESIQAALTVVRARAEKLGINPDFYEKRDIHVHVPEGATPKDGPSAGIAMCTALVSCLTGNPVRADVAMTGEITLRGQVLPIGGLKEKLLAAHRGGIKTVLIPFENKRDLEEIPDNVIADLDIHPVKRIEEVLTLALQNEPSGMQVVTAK
# MsrA inhibitor: bovine MsrA inhibition. purified bovine MsrA, absorbance read-out. inhibition, % at 15.5 µM. 360,000 compounds, 0.75% hits; in the data active = inhibition above about 4.5%;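 also: 0% = vehicle wells with enzyme and 100% = reference inhibitor wells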
# Starred values were filed as active, the others as inactive; i = inactive; / = no result given; + = active, no number.
# Codes: A = Rin1-Abl PPI inh; B = FAS TE block; C = CSN inh; D = MsrA act; E = MLLE-PAM2 inh; F = TbMetRS inhib; G = Neddyl block; H = E coli Lon inh; I = MsrA inhibitor
(1) CCCCNc1cc(Cl)nc(N)n1
  A = 0	B = -3	C = -5	D = -2	E = 17	F = -0.2	G = i	H = -6	I = -0.1

(2) Cc1ccc(Cl)c(OCC(=O)OCC(=O)NC2CCCc3ccccc32)c1 (stereo not drawn)
  A = 2	B = -1	C = -5	D = -1	E = 4	F = -0.2	G = i	H = -8	I = 0.0

(3) CC(OC(=O)Nc1cccc(Cl)c1)C(=O)O (stereo not drawn)
  A = 3	B = -4	C = -2	D = -2	E = -3	F = -0.8	G = i	H = -5	I = -0.1

(4) O=S(=O)(NCc1cccnc1)c1ccccc1
  A = 1	B = -8	C = 6	D = -2	E = -3	F = -0.3	G = i	H = -7	I = -0.8

(5) CCc1cc(=O)oc2c(C)c(OC(C)C(=O)NCCCn3ccnc3)ccc12 (stereo not drawn)
  A = 2	B = -4	C = 0	D = -1	E = 1	F = 0.0	G = i	H = -7	I = 1.1

(6) CC1=NN(C(N)=S)C(=O)C1N=Nc1cccc(Cl)c1 (stereo not drawn)
  A = -1	B = -3	C = 2	D = -3	E = 28	F = -0.4	G = i	H = -7	I = 1.4

(7) Cc1ccc(-c2c(C)cc3oc(=O)cc(-c4ccccc4)c3c2C)cc1
  A = 1	B = 27	C = -2	D = -2	E = -4	F = -0.3	G = i	H = 2	I = 0.2

(8) O=C1Nc2ccccc2CCC1Sc1nnc(-c2ccc(Cl)cc2)s1 (stereo not drawn)
  A = -6	B = 20	C = 5	D = -2	E = 2	F = 0.1	G = i	H = -4	I = 1.0

(9) CCc1cccc2c(C(=O)COC(=O)[C@@H]3CC(O)CN3S(=O)(=O)c3ccccc3[N+](=O)[O-])c[nH]c12 (stereo partly drawn)
  A = 4	B = 13	C = 2	D = -1	E = -10	F = 0.3	G = i	H = -14	I = -0.4

(10) Fc1ccc(/C=N/n2c(-c3cccs3)n[nH]c2=S)cc1
  A = 0	B = -6	C = -3	D = 3	E = -44	F = -0.2	G = i	H = -2	I = -0.2

# Entries shown so far that have two or more sulfur atoms, in the order listed:
# Codes: A = Rin1-Abl PPI inh; B = FAS TE block; C = CSN inh; D = MsrA act; E = MLLE-PAM2 inh; F = TbMetRS inhib; G = Neddyl block; H = E coli Lon inh; I = MsrA inhibitor
(8) O=C1Nc2ccccc2CCC1Sc1nnc(-c2ccc(Cl)cc2)s1 (stereo not drawn)
  A = -6	B = 20	C = 5	D = -2	E = 2	F = 0.1	G = i	H = -4	I = 1.0

(10) Fc1ccc(/C=N/n2c(-c3cccs3)n[nH]c2=S)cc1
  A = 0	B = -6	C = -3	D = 3	E = -44	F = -0.2	G = i	H = -2	I = -0.2

# (next part)
# Codes: A = Rin1-Abl PPI inh; B = FAS TE block; C = CSN inh; D = MsrA act; E = MLLE-PAM2 inh; F = TbMetRS inhib; G = Neddyl block; H = E coli Lon inh; I = MsrA inhibitor
(11) O=C(CSCc1ccc(Cl)cc1)Nc1cccc(C(=O)O)c1
  A = 0	B = -5	C = -2	D = -2	E = -1	F = -0.8	G = i	H = -6	I = 2.6

(12) CCNC(=O)C(=O)Nc1cc2c3c(c1)CCC(=O)N3CCC2
  A = -4	B = -9	C = -4	D = -1	E = -10	F = -0.4	G = i	H = 2	I = 0.7

(13) CCOc1ccc(NC(=O)c2sc3nc(N4CCOCC4)c4c(c3c2N)CC(C)(C)OC4)cc1
  A = 5	B = -3	C = -1	D = -9	E = 17	F = -0.5	G = i	H = 2	I = -0.2

(14) COc1cc2[nH]ccc(=O)c2cc1OC
  A = -5	B = -10	C = -1	D = -3	E = 8	F = 0.4	G = i	H = -1	I = 1.3

(15) O=C(c1ccc2ccccc2c1)C1CCCN(S(=O)(=O)c2cccnc2)C1 (stereo not drawn)
  A = -1	B = 4	C = 1	D = -9	E = 25	F = -0.7	G = i	H = 0	I = 1.1

(16) CCNS(=O)(=O)c1ccc2nc(NC(=O)/C=C/c3cc(OC)c(OC)c(OC)c3)sc2c1
  A = 0	B = -16	C = -14	D = -3	E = -4	F = -0.4	G = /	H = 0	I = 1.0

(17) COC(=O)c1ccccc1NC(=O)COC(=O)/C=C/c1ccco1
  A = 0	B = 2	C = 0	D = -5	E = -20	F = 0.1	G = i	H = 0	I = 2.0

(18) CC(OC(=O)c1cccc(-n2cnnn2)c1)C(=O)N(C)c1ccccc1 (stereo not drawn)
  A = -3	B = 6	C = -2	D = -9	E = -2	F = -0.7	G = i	H = 6	I = -0.1

(19) Oc1cnc2ccccc2c1CN1CCOCC1
  A = 0	B = -6	C = 0	D = -8	E = -5	F = -0.6	G = +	H = -5	I = 1.8

(20) O=C(O)CCCC(=O)Nc1ccccc1Br
  A = 2	B = -1	C = 4	D = -7	E = 5	F = -1.4	G = i	H = -5	I = -0.2

# Copied from the list:
# O=C(c1ccc2ccccc2c1)C1CCCN(S(=O)(=O)c2cccnc2)C1 (stereo not drawn) – FAS TE block: 4
# CCc1cc(=O)oc2c(C)c(OC(C)C(=O)NCCCn3ccnc3)ccc12 (stereo not drawn) – MsrA inhibitor: 1.1

# Next section:
# Codes: A = Rin1-Abl PPI inh; B = FAS TE block; C = CSN inh; D = MsrA act; E = MLLE-PAM2 inh; F = TbMetRS inhib; G = Neddyl block; H = E coli Lon inh; I = MsrA inhibitor
(21) COc1cccc(CNC(=O)Cc2nc3nc(C)cc(C)n3n2)c1
  A = -2	B = -10	C = -5	D = -2	E = -2	F = 0.8	G = i	H = 8	I = -0.8

(22) CCS(=O)(=O)c1ccc2c(c1)N(S(=O)(=O)c1ccc(C)cc1)CC(C(=O)O)O2 (stereo not drawn)
  A = 0	B = -6	C = -4	D = -4	E = 6	F = -0.1	G = i	H = 9	I = 0.3

(23) CC(NCC1COc2ccccc2O1)C1COc2ccccc2O1 (stereo not drawn)
  A = -1	B = 11	C = 3	D = 0	E = 7	F = -0.7	G = i	H = 4	I = 1.2

(24) CCOC(=O)Cn1c(=NC(=O)c2cc(-c3cccs3)nc3ccccc23)sc2cc(S(N)(=O)=O)ccc21
  A = 2	B = 1	C = 14	D = -6	E = -68	F = -1.1	G = i	H = -45	I = 2.2

(25) COC(=O)c1ccc(NC(=O)C(=O)c2cn(CC(=O)N3CCOCC3)c3ccccc23)cc1
  A = 4	B = -10	C = 2	D = -7	E = -3	F = -0.3	G = i	H = 16	I = 0.6

(26) O=C(CCCN1Cc2ccccc2C1)c1ccc(F)cc1
  A = 2	B = -5	C = -1	D = -10	E = -4	F = -0.5	G = i	H = -6	I = 1.0

(27) C[C@@H]1CCCCO[C@@H](CN(C)Cc2ccc3c(c2)OCO3)[C@@H](C)CN([C@H](C)CO)C(=O)c2cc(NS(=O)(=O)c3ccccc3)ccc2O1
  A = 1	B = 10	C = -2	D = 0	E = -34	F = 1.1	G = i	H = 0	I = -0.9

(28) COc1ccc(-n2c(Cc3cccn3C)nnc2SCC(=O)NC2CCCCC2)cc1
  A = -5	B = -4	C = -8	D = -1	E = 2	F = -0.3	G = i	H = 2	I = 1.0

(29) CCN(CCCNc1cc2c(c(N)c1S(=O)(=O)O)C(=O)c1ccccc1C2=O)c1ccccc1
  A = -3	B = 15	C = -16	D = -3	E = 18	F = 0.1	G = i	H = 23	I = 0.4

(30) COc1ccc(N2C(=O)CSC2c2ccc(F)c(F)c2)cc1 (stereo not drawn)
  A = -1	B = -4	C = -2	D = -2	E = 10	F = 0.0	G = i	H = 3	I = 0.4

# Overlap with the part before: two entries; new compounds follow.
# Codes: A = Rin1-Abl PPI inh; B = FAS TE block; C = CSN inh; D = MsrA act; E = MLLE-PAM2 inh; F = TbMetRS inhib; G = Neddyl block; H = E coli Lon inh; I = MsrA inhibitor
(29) CCN(CCCNc1cc2c(c(N)c1S(=O)(=O)O)C(=O)c1ccccc1C2=O)c1ccccc1
  A = -3	B = 15	C = -16	D = -3	E = 18	F = 0.1	G = i	H = 23	I = 0.4

(30) COc1ccc(N2C(=O)CSC2c2ccc(F)c(F)c2)cc1 (stereo not drawn)
  A = -1	B = -4	C = -2	D = -2	E = 10	F = 0.0	G = i	H = 3	I = 0.4

(31) CN(C(=O)c1cccc(NC(=O)Cc2ccc(NC(=O)C3CCCN(C(=O)C4CCCC4)C3)cc2)c1)C1CCCC1 (stereo not drawn)
  A = 1	B = -4	C = -1	D = 2	E = -3	F = -0.4	G = i	H = 7	I = 0.3

(32) O=C(CCNC(=O)c1ccc(Cl)cc1)Nc1c(F)c(F)cc(F)c1F
  A = -3	B = -3	C = -7	D = -7	E = -3	F = 0.2	G = i	H = 5	I = -0.6

(33) CC(C)C(C)NC(=O)CN1C(=O)NC2(CCc3ccccc3C2)C1=O (stereo not drawn)
  A = 2	B = -5	C = -6	D = -6	E = -12	F = -1.0	G = i	H = -9	I = 0.5

(34) Cc1cccc(-c2nc(CN3CCN(C(=O)C4CCCO4)CC3)cs2)c1 (stereo not drawn)
  A = 0	B = -1	C = 3	D = -5	E = -1	F = -0.4	G = i	H = -8	I = 0.1

(35) CCN1C(=O)N(CC)C2C1N(C(C)=O)C(=O)N2C(C)=O (stereo not drawn)
  A = 0	B = -8	C = 2	D = 1	E = 7	F = -0.5	G = i	H = 9	I = 1.4

(36) CCCN1CCC(NC(=O)c2cccc(Oc3ccccc3)c2)CC1
  A = -1	B = 4	C = 2	D = -6	E = -1	F = -0.5	G = i	H = 7	I = 0.1

(37) O=c1[nH]c(=O)n(Cc2ccco2)c2c1C(C(F)(F)F)(C(F)(F)F)N=C(c1ccc(F)cc1)N2
  A = -3	B = -5	C = -4	D = -8	E = -1	F = -0.8	G = i	H = -1	I = 0.7

(38) CC(C)(C)NCC(O)COc1c(F)cc(Br)cc1F (stereo not drawn)
  A = 0	B = -10	C = 0	D = -4	E = 7	F = -0.5	G = i	H = -11	I = -1.4

(39) CCN(Cc1ccccc1)S(=O)(=O)c1ccc(C(=O)N(CCCN(C)C)c2nc3cc(C)cc(C)c3s2)cc1
  A = 3	B = 14	C = -8	D = -5	E = 10	F = -0.4	G = i	H = -12	I = -1.2

(40) Cc1nc2cc(CC(=O)O)ccc2o1
  A = -1	B = -6	C = -2	D = -3	E = -6	F = -0.8	G = i	H = -10	I = 0.0

(41) O=C(COc1cc(F)ccc1[N+](=O)[O-])Nc1ccc2c(c1)OCO2
  A = 3	B = -6	C = -5	D = -5	E = 2	F = -0.1	G = i	H = -12	I = 0.6

(42) Fc1ccc(/C=C\c2nccc3c2[nH]c2ccccc23)cc1
  A = -3	B = 36	C = 10	D = -4	E = 9	F = 0.1	G = /	H = -7	I = -0.2

(43) COc1cc2c(cc1OC)C(c1ccccc1F)OC(=O)C2 (stereo not drawn)
  A = -4	B = 4	C = 5	D = -4	E = 9	F = -0.3	G = i	H = -4	I = 0.2

(44) O=C(NCc1ccc(F)cc1)c1cnc(Cl)c(Cl)c1
  A = -2	B = 10	C = -6	D = -1	E = -7	F = 0.0	G = i	H = 11	I = -0.6

# Screens deposited in PubChem BioAssay by several laboratories.

# Outcome played no part in choosing rows; 4% or so of the library scored in one or more.
